Screening results (PubChem BioAssay)
rTrxR1 inhibitor: qHTS Assay for Inhibitors of Mammalian Selenoprotein Thioredoxin Reductase 1 (TrxR1): qHTS | Thioredoxin reductase 1, cytoplasmic (Rattus norvegicus), O89049 | recombinant rTrxR1, NADPH fluorescence consumption, selenite substrate | Potency, µM (doses to about 114 µM), for inactives: top-dose activity change, negative = inhibition, hits mostly inhibitors | 1% of 390,000 active; further: on the % scale 0 is the no-effect control and ±100 the full control effect; nearly all actives have a fitted effect of over 65% in size
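Rat TrxR1 (90 nM in the dispensed reagent) was pre-reduced with 400 uM NADPH for 5 min at room temperature, then incubated with compound for 15 min. After 400 uM selenite was added, NADPH fluorescence (Ex 340/Em 450 nm) was followed for 8 min.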
ALOX12 inh: Primary qHTS assay for inhibitors of human arachidonate 12S-lipoxygenase (ALOX12): Round 2; purified 12hLO, xylenol orange hydroperoxide absorbance; Polyunsaturated fatty acid lipoxygenase ALOX12 (Homo sapiens), P18054; 1.1% of 580,000 active; Potency, µM (top dose mostly 108 µM), without a hit: top-dose activity change, negative = inhibition, hits mostly inhibitors; further: on the % scale 0 is the no-effect control and ±100 the full control effect
Target sequence (P18054 whole entry, looked up): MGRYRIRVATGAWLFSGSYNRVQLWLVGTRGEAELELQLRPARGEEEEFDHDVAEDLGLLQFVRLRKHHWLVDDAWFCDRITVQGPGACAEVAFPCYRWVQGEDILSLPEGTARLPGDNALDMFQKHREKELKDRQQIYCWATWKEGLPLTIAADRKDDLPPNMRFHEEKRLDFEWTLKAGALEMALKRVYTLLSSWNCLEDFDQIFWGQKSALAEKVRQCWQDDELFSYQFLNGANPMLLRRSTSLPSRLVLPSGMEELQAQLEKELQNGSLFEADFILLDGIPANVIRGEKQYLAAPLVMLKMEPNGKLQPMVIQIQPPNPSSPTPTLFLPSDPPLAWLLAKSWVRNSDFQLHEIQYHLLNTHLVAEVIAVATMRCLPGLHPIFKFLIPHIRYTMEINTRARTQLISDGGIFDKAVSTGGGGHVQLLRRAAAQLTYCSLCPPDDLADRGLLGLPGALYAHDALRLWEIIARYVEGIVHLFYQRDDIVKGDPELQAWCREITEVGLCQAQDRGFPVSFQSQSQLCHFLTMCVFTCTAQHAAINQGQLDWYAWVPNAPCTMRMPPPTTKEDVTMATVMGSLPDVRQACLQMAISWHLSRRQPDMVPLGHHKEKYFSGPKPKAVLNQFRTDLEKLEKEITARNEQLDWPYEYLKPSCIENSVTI
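Purified human 12hLO at 150 nM in 25 mM Hepes, 0.01% Triton X-100, pH 7.0, preincubated 15 min at room temperature with compound. Reaction started with 40 uM arachidonic acid, 30 min at room temperature. Hydroperoxide measured by Fe-xylenol orange, 573/405 nm absorbance ratio.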
RGS4 inh: Inhibitors of Regulator of G Protein Signaling (RGS) 4: qHTS. Regulator of G-protein signaling 4 (Homo sapiens), P49798. Transcreener GDP fluorescence polarization, RGS4-accelerated GTP hydrolysis. Potency, µM (titrated, usually from 114 µM), for inactives: top-dose activity change, negative = inhibition, usual class: inhibitors. 0.039% of 390,000 active. AID 504845, 2011; further: on the % scale 0 is the no-effect control and ±100 the full control effect; nearly all actives have a fitted effect of over 75% in size; some results filed as inactive show a strong effect at the top dose
Target sequence (P49798 whole entry, looked up): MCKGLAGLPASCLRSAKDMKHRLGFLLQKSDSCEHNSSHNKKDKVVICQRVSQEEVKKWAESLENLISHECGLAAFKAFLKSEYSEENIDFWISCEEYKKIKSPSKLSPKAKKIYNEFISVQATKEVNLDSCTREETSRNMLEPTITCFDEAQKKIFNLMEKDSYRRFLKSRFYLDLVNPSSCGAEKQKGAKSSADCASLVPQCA
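MLSMR compounds (23 nl, pin-transferred) preincubated 10 min at room temperature with a 500nM (2x) first reagent, then RGS4 at 900nM (2x) plus Transcreener GDP mix added; fluorescence polarization (620/688 nm) read before and after 90 min at 30 °C.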
TrxR1 substrate: qHTS Assay for Substrates of Mammalian Selenoprotein Thioredoxin Reductase 1 (TrxR1): qHTS | Thioredoxin reductase 1, cytoplasmic (Rattus norvegicus), O89049 | purified TrxR1 substrate turnover, NADPH consumption readout | Potency, µM (series often up to 114 µM), for inactives: top-dose activity change, negative = substrate turnover | 0.01% of 390,000 active; further: on the % scale 0 is the no-effect control and ±100 the full control effect; nearly all actives have a fitted effect of over 50% in size
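Rat TrxR1, dispensed at 90 nM, was prereduced with 400 uM NADPH (final) for 5 min at ~22 deg C, then incubated with compound 15 min before 400 uM selenite. A first-read NADPH fluorescence drop versus no-compound background flagged substrates.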
RXFP1 ag: qHTS Assay for Agonists of the Relaxin Receptor RXFP1 | Relaxin receptor 1 (Homo sapiens), Q9HBX9 | HEK293T-RXFP1 cAMP TR-FRET, 30 min; response scale: percent of porcine relaxin response, buffer zero | Potency, µM (titrated, usually from 57.5 µM), without a hit: top-dose activation, hits mostly activators | 0.3% of 370,000 active; further: on the % scale 0 is the no-effect control and ±100 the full control effect; nearly all actives have a fitted effect of over 60% in size; many of its hits are not listed in these tables
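HEK293 cells stably expressing RXFP1, treated 30 min at 37C with compounds plus PDE4 inhibitor Ro 20174; cAMP measured by HTRF TR-FRET. Normalized to buffer and 29 nM porcine relaxin; EC50 by Hill fit.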
Vif-APOBEC3F blk: qHTS for Inhibitors of Vif-A3F Interactions: qHTS | HeLa A3F-eYFP + Vif (tagged APOBEC3F with the HIV-1 protein that degrades it), YFP fluorescence increase | Potency, µM (titrated, usually from 46.1 µM), for inactives: at the highest dose activity, negative = active | 0.2% of 390,000 active; further: % of control where 0% means no effect; nearly all actives have a fitted effect of over 65% in size
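HeLa cells stably expressing A3F-eYFP plus Vif, plated and incubated overnight at 37 deg C, then exposed to compounds overnight at 37 deg C. Blocked degradation read as raised yellow fluorescence (Ex 488/Em 500-530).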
IDH1 R132H inh: qHTS for Inhibitors of mutant isocitrate dehydrogenase 1 (IDH1): qHTS; Isocitrate dehydrogenase [NADP] cytoplasmic (Homo sapiens), O75874; IDH1-R132H enzyme, NADPH consumption, diaphorase/resazurin fluorescence; Potency, µM (titrated, usually from 76.6 µM), inactives show at the top dose activity change, negative = inhibition, usual class: inhibitors; 0.093% of 390,000 active; AID 602179, 2012; further: on the % scale 0 is the no-effect control and ±100 the full control effect; nearly all actives have a fitted effect of over 65% in size
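IDH1-R132H (0.5 ug/mL) preincubated 30 min with compound, then NADPH (0.016 mM) and alpha-KG (2 mM) added; 80 min at RT, pH 7.5. Remaining NADPH coupled via diaphorase/resazurin to fluorescence (540/590 nm); concentration-response curves normalized to no-enzyme control.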
Vif-A3G inh: qHTS for Inhibitors of Vif-A3G Interactions: qHTS; HeLa A3G-eYFP + Vif (tagged APOBEC3G with the HIV-1 protein that degrades it), YFP fluorescence, overnight; DNA dC->dU-editing enzyme APOBEC-3G (Homo sapiens), Q9HC16; AID 602310, 2012; Potency, µM (highest dose often 46.1 µM), without a hit: top-dose activity, negative = active, hits mostly inhibitors; 0.076% of 410,000 active;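 further: on the % scale 0 is the no-effect control and ±100 the full control effect; nearly all actives have a fitted effect of over 60% in size; hits raise eYFP signal because A3G escapes Vif-driven loss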
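HeLa cells stably expressing Vif and C-terminally eYFP-tagged A3G, seeded overnight at 37 deg C, then exposed to compound by pintool overnight at 37 deg C. Rise in yellow fluorescence (Ex 488/Em 500-530, Acumen) marks blocked Vif-driven A3G degradation.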
USP1-UAF1 inh: Inhibitors of USP1/UAF1: Primary Screen. Ubiquitin carboxyl-terminal hydrolase 1 (Homo sapiens), O94782. AID 743255, 2014. Potency, µM (highest dose often 57.1 µM), inactives show at the highest dose activity change, negative = inhibition, usual class: inhibitors. recombinant USP1/UAF1, Ub-Rhodamine cleavage fluorescence. 0.23% of 390,000 active; further: on the % scale 0 is the no-effect control and ±100 the full control effect; nearly all actives have a fitted effect of over 60% in size; inactives centre near -12
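Step one: compound is pinned into 1nM USP1/UAF1 in HEPES pH 7.8 buffer with TCEP. Step two: 15 min room-temperature incubation. Step three: Ub-Rho (150nM final) starts cleavage, tracked by fluorescence over six one-minute reads.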
Active calls of the source: *; ? = inconclusive; · = no result given; & = joins results of further samples; [ ] = dose if it differs, or a comment. The call rests on the fitted dose curve; in most records, active means well fitted curve in the direction sought with a large enough effect; inconclusive means small, poorly fitted or top-dose-only effect, or another doubt; inactive means no such curve, though single readings can be large; an effect the other way counts as inactive or inconclusive. Potency means the concentration at half of the fitted maximal effect. These rows are one share of the data (hit frequency here may not be typical).

Compound	IDH1 R132H inh	USP1-UAF1 inh	rTrxR1 inhibitor	RXFP1 ag	TrxR1 substrate	ALOX12 inh	Vif-APOBEC3F blk	Vif-A3G inh	RGS4 inh
O=C(N/N=C/c1ccc([N+](=O)[O-])cc1)c1cccs1	-2%	-11%	2%	9.1%	-13%	-12%	1%	0%	-30%
COc1ccc(CCN(C)Cc2nc(Cc3ccc(OC)c(OC)c3)no2)cc1OC	-6%	-12%	13%	1.9%	1%	9%	8%	0%	-20%
Cc1onc(C(=O)/C=C/N(C)C)c1C(=O)Nc1nccs1	-3%	-9%	13%[57.1 µM]	0.1%	-6%	1%	1%	-1%	-15%
Cc1cc(Oc2ccc(-c3nnc(-c4ccccc4)o3)cc2[N+](=O)[O-])ccc1Cl	1%	-20%	-7%	3.4%	-6%	-20%	?	-2%	9%
CC1CCN(C(=O)COC(=O)C(C)N2C(=O)c3ccccc3C2=O)CC1 (stereo not given)	-2%	-12%	19%	0.4%	5%	191%[activator]	-11%	-1%	21%
Cc1ccc(NC(=O)CSc2nnc(-c3ccc(S(=O)(=O)N4CCOCC4)cc3)n2C)cc1	-4%	4%	8%	1.1%	2%	-8%	7%	3%&-6%	1%&3%
COc1ccc(S(=O)(=O)N(C)c2nc3ccccc3n3c(CC(C)C)nnc23)cc1	8%	-13%	5%	-0.4%	7%	-24%	-7%	-10%	-31%
Cc1cccc(NS(=O)(=O)c2cccc(C(=O)NCC(c3ccco3)N3CCCCC3)c2)c1 (stereo not given)	-3%	1%	-4%	-0.8%	-8%	-22%	2%	1%	9%
CC(C)(C)c1ccc(C(=O)N2CCN(Cc3ccccc3)CC2)cc1	15%	-6%	-5%	3.7%	-1%	54%[activator]	-1%	5%	-1%
CN1CCC(N(C)C(=O)c2ccccc2F)CC1	-11%	-5%	13%	-0.1%	-1%	3%	-4%	0%	-6%
CCc1nnc2sc(-c3ccc(NC(=O)CSc4ccc(Cl)cc4)cc3)nn12	-2%	-22%	33%[activator]	·	18%	0%	-9%	1%	2%
CC(=O)Nc1cc(C(=O)N(C)Cc2ccco2)ccc1Sc1ccc(C)cc1	3%	-17%	-19%	0.2%	-13%	?	5%	-8%	-32%
C(=N/N1CCN(c2ccccc2)CC1)/c1ccncc1	-3%	0%	-9%[57.1 µM]	2.9%	-1%[57.1 µM]	3%	-6%	2%	13%
CC1CCCC(NC(=O)c2cccc(N3CCCC3=O)c2)C1C (stereo not given)	17%	-12%	14%	0.9%	3%	-3%	-6%	3%	-13%
COc1cccc(-c2c(-c3cc(OC)cc(OC)c3)n(C)c3ccc(-c4cnc(N5CCOCC5)nc4)cc23)c1	1%	-38%	90%[activator]	·	61%[activator]	13%	-12%	-5%	12%
Nc1ccc(C=C2C=Cc3ccccc32)cc1	6%	-23%	15%[57.1 µM]	·	8%[57.1 µM]	?	-3%	-15%	0%
COc1cccc(/C(O)=C/C(=O)C(=O)Nc2ccc(S(=O)(=O)NC(C)=O)cc2)c1	3%	-4%	22µM*	5.0%	-19%	2%	-8%	-4%	10%
O=C(Oc1cccnc1)c1ccco1	0%	-10%	-19%	-1.1%	-13%	-20%	2%	2%	-23%
CNC(=O)c1c(NC(=O)Cc2coc3ccc(OC)cc23)sc2c1CCCC2	7%	-10%	10%	-0.5%	-6%	-5%	-1%	-9%	3%
O=C(O)CCNS(=O)(=O)c1ccccc1	3%	-16%	13%[57.1 µM]	-0.4%	-5%[57.1 µM]	0%	-3%	0%	-33%

Single records, as listed above:
CN1CCC(N(C)C(=O)c2ccccc2F)CC1 is entered as IDH1 R132H inh = -11%; USP1-UAF1 inh = -5%; rTrxR1 inhibitor = 13%; RXFP1 ag = -0.1%; TrxR1 substrate = -1%; ALOX12 inh = 3%; Vif-APOBEC3F blk = -4%; Vif-A3G inh = 0%; RGS4 inh = -6%
CCc1nnc2sc(-c3ccc(NC(=O)CSc4ccc(Cl)cc4)cc3)nn12 is entered as IDH1 R132H inh = -2%; USP1-UAF1 inh = -22%; rTrxR1 inhibitor = 33%[activator]; RXFP1 ag = ·; TrxR1 substrate = 18%; ALOX12 inh = 0%; Vif-APOBEC3F blk = -9%; Vif-A3G inh = 1%; RGS4 inh = 2%

Next part
Compound	IDH1 R132H inh	USP1-UAF1 inh	rTrxR1 inhibitor	RXFP1 ag	TrxR1 substrate	ALOX12 inh	Vif-APOBEC3F blk	Vif-A3G inh	RGS4 inh
NC(=O)c1c(NC(=O)c2cc(-c3ccc(F)cc3)on2)sc2c1CCCC2	32%[activator]	-10%	-3%	3.0%	-3%	4%	0%	-1%	?
COC(=O)CC1C(=O)NCCN1C(=O)CSc1nc2ccccc2s1 (stereo not given)	0%	-2%	29%[57.1 µM]	1.7%	8%[57.1 µM]	?	-2%	1%	-49%
OC(CNCc1ccc2c(c1)OCO2)COc1ccc(F)cc1 (stereo not given)	-4%	-13%	7%	3.6%	-3%	0%	10%	1%	43%
CCn1c(N)c(C(=O)NC)sc1=S	8%	-20%	-17%[57.1 µM]	0.7%	-16%	?	-7%	1%	-97%
CCOC(=O)N1CCN(C(=O)CCC2CCCC2)CC1	0%	-17%	0%	4.1%	-7%	-1%	5%	2%	-9%
Cc1ccc(S(=O)(=O)NNc2ccccc2)cc1	7%	-16%	-19%	0.0%	10%	?	3%	2%	?
O=C(O)c1ccc(N=Nc2c(O)[nH]c3ccc(Br)cc23)cc1	4%	-20%	2%[57.1 µM]	-0.9%	-3%[57.1 µM]	-11%	-1%	2%	-12%
Nc1nc(-c2ccccc2)cn1/N=C/c1ccccc1	3%	-26%	8%	-0.9%	2%	8%	11%	?	-3%
O=C(NCCCO)C(=O)Nc1cc2c3c(c1)CCC(=O)N3CCC2	0%	-25%	19%	-0.7%	-1%	8%	2%	-1%	-3%
C[C@H](CO)N1C[C@H](C)[C@@H](CN(C)S(C)(=O)=O)Oc2ccc(NC(=O)NC3CCCCC3)cc2C1=O	4%	?	-8%[57.1 µM]	·	3%[57.1 µM]	-1%	1%	1%	10%
CC(=O)c1cccc(NC(=O)C2CCN(S(=O)(=O)c3ccc(C)cc3)CC2)c1	4%	3%	18%[57.1 µM]	-1.6%	8%[57.1 µM]	-2%	5%	0%	-9%
CCc1nnc(NC(=O)CSc2nnc(-c3ccoc3C)n2-c2ccc(C)cc2)s1	1%	-13%	-17%	-2.1%	-12%	-13%	-2%	1%	?
Cc1ccc(S(=O)(=O)N(CC(=O)Nc2ccccc2)C(=O)N2CCN(C)CC2)cc1	-3%	2%	-14%	-0.8%	-12%	23%	-12%	5%	5%
S=C1NC[C@H](Cc2cccc3ccccc23)N1CC1CCCCC1	-3%	-12%	7%	-0.4%	-1%	?	?	3%	12%
Cc1c(C(=O)NCCc2ccccc2)oc2ccc(S(=O)(=O)N3CCC4(CC3)OCCO4)cc12	-5%	1%	28%[57.1 µM]	1.1%	-3%[57.1 µM]	31%[activator]	1%	1%	41%
CC(C)CC(=O)Nc1c(C(=O)N2CCN(Cc3ccccc3)CC2)oc2ccccc12	-15%	-28%	-1%	1.7%	-6%	8%	-1%	-3%	5%
CCCCn1c(N)c(N(CC(C)C)C(=O)c2cc(S(=O)(=O)N3CCOCC3)ccc2Cl)c(=O)[nH]c1=O	1%	-17%	12%[57.1 µM]	1.1%	-5%[57.1 µM]	-5%	8%	-4%	-14%
COc1cc(C(=O)Nn2c(CC(C)C)nc3ccccc3c2=O)cc(OC)c1OC	4%	-2%	4%	4.2%	3%[57.1 µM]	30%[activator]	-8%	4%	6%
O=C(c1cccnc1)n1nc(NCc2ccccc2)nc1NCc1ccccc1	10%	-20%	17%	-0.8%	-1%	9%	6%	-1%	3%
CCOC(=O)N1CCC(NC(=O)C2CCN(C(=O)c3cc4sccc4n3CC)CC2)CC1	3%	-20%	16%	3.2%	5%	0%	7%	0%	25%
O=C(NCc1ccc2c(c1)OCO2)c1nc(S(=O)(=O)Cc2ccccc2F)ncc1Cl	-5%	-28%	21%	-0.6%	4%	-14%&-50%	-2%	?	10%
Cc1ccc2c(c1)c(C1=c3ccccc3=NC1=O)c(O)n2C	-2%	-3%	-13%	-3.3%	-4%	77%	-5%	-10%	-27%
CCOC(=O)c1cc(-c2ccccc2)n(CCCC(=O)Nc2ccc(C)cc2Cl)c1C	-11%	?	13%[57.1 µM]	1.4%	-5%[57.1 µM]	0%	-1%	3%	30%
COc1ccc(C2(CNC(=O)Cc3ccccc3)CCCC2)cc1OC	0%	-21%	10%	3.9%	-3%	2%	-9%	-2%	-13%
